CatB inh = blocks human cathepsin B protease activity | P07858 | inhibition, %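 (tested at 10 µM)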 | purified cathepsin B, fluorogenic substrate, fluorescence | AID 453 | 63,000 compounds, 0.1% hits; in the data active means inhibition above about 21%;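 further: 0% = enzyme with no compound and 100% = no enzyme blank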
FXIIa mix inh = blocks human factor XIIa in pooled compound mixtures. P00748. purified FXIIa, fluorogenic substrate. inhibition, % at 5 µM. 62,000 compounds, 0.2% hits;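 further: 0% = enzyme without compound and 100% = no enzyme blank; some results filed as inactive read as strong as hits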
CatS block = inhibitors of human cathepsin S; P25774; recombinant cathepsin S, AMC dipeptide fluorescence, pooled mixtures; inhibition, %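 (tested at 5 µM per compound within 10-compound mixtures)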; 62,000 compounds, 0.06% hits; AID 501; in the data active means inhibition above about 32%, passing the limit was not always enough;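 further: 0% = enzyme without compound and 100% = blank without enzyme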
Target sequence (P25774 115-331 limits assumed): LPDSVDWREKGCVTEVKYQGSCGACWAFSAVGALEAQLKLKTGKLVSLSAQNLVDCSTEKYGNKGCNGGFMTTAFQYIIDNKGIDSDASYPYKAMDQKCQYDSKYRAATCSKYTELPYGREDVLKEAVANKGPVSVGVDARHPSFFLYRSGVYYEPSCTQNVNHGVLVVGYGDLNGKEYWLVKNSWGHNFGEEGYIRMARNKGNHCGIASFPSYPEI
C1s inh = blocks human complement C1s protease activity; 62,000 compounds, 0.16% hits; P09871; purified C1s, fluorogenic AMC substrate, pooled mixtures; mean inhibition % of two 10-compound mixtures (stronger effect = higher value), % at 5 µM (by protocol); AID 538;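 active means inhibition above 20% in each of the two 10-compound mixture wells holding the compound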;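 further: 0% = enzyme wells lacking compound mixture and 100% = no-enzyme blank wells; some compounds called inactive have numbers as strong as hits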
Cathepsin G inh = inhibitors of human cathepsin G. purified enzyme, AMC-tetrapeptide fluorescence, pooled mixtures. P08311. AID 581. 62,000 compounds, 0.2% hits. inhibition, % at 5 µM (by protocol);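 active means inhibition above 20% in each of the two mixture wells holding the compound; inactive means inhibition of 20% or less in either well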;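 further: 0% = enzyme control without mixture and 100% = blank lacking enzyme; strong numbers were not always called active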
CatB mix inh = inhibitors of human cathepsin B in compound mixtures. Purified cathepsin B, AMC dipeptide fluorescence. inhibition, %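 (ten-compound pools at 5 µM per compound and 50 µM total)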. 62,000 compounds, 0.06% hits. AID 488; in the data active means inhibition above about 22%, passing the limit was not always enough;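 further: 0% = enzyme without compound and 100% = no enzyme blank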
CatL inh = inhibitors of human cathepsin L; P07711; purified cathepsin L, fluorogenic substrate, fluorescence; inhibition, %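 (tested at 10 µM)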; 58,000 compounds, 0.17% hits; AID 460; in the data active means inhibition above about 45%;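 further: 0% = enzyme with no compound and 100% = no enzyme blank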
FXIa inh mix = blocks human factor XIa in pooled compound mixtures. P03951. purified FXIa, fluorogenic substrate. inhibition, % at 5 µM. 62,000 compounds, 0.19% hits;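 further: each value is inhibition by a whole ten-compound pool holding the compound; 0% = enzyme with no mixture and 100% = wells lacking enzyme; strong numbers were not always called active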
Target sequence (P03951 19-387 limits assumed): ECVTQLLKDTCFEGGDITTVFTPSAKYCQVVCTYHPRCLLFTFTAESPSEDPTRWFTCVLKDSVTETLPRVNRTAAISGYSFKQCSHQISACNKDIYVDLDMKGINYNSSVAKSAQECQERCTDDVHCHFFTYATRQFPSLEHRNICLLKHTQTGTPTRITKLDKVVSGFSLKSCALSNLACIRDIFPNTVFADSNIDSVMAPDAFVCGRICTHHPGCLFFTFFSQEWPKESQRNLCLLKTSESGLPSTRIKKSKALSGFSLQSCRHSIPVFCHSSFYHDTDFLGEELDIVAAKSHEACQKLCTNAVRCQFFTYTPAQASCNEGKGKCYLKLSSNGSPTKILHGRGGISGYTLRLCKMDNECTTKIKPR
Target sequence (P03951 388-625 limits assumed): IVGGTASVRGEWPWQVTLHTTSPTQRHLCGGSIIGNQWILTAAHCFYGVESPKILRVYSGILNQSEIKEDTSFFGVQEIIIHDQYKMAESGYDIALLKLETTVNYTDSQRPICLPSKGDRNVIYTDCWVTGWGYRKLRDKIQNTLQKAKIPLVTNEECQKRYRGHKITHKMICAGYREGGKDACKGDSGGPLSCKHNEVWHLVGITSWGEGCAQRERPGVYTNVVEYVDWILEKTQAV
Abs 340nm = absorbance at 340 nm. compound absorbance at 340 nm, fold over control. fold change at 10 µM. 65,000 tested, under 10 active. AID 708;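 active means at 10 µM dose, initial 340 nm absorbance at least 2 fold that of control wells; inactive means change under 2 fold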;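 further: initial absorbance extrapolated from kinetic A340 decline of NADH oxidation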
Active calls of the source: *; nt = no result given. Unless noted, no stated cut-off is given here; in the data, active means inhibition above about 20% (passing the limit was not always enough); inactive means the rest. This is a subset; count on the stated rates, not on these rows.

CatB inh,FXIIa mix inh,CatS block,C1s inh,canonical_smiles,Cathepsin G inh,CatB mix inh,CatL inh,FXIa inh mix,Abs 340nm
0,-4,-4,15,CCOc1ncccc1C(=O)OCC(=O)c1ccc[nH]1,11,4,0,6,1
2,2,5,-3,CCc1ccc2nc3c(c(C(=O)O)c2c1)CCC3,0,-2,22,0,1
0,1,5,5,Cc1noc(C)c1COc1ccc(C(=O)OC(C)C(=O)Nc2ccc(N3CCOCC3)cc2)cc1 (stereo not given),13,2,-2,0,0.99
0,1,1,5,Cc1ccccc1NC(=O)C1CCN(c2cnccn2)CC1,0,4,5,12,1
-4,-1,-3,-1,CN1CCCN(C(=O)Cc2c(Cl)cccc2Cl)c2nc3ccccc3nc21,-2,-4,-6,6,1.1
2,3,11,-38,CCOC(=O)c1c(C)[nH]c(C(=O)OCc2c(C)noc2C)c1C,-11,0,6,1,1.1
1,5,-2,-8,Cc1ccc(N(C(=O)c2ccc3c(c2)OCO3)C2C=CS(=O)(=O)C2)cc1 (stereo not given),7,4,-4,2,0.99
1,-5,-34,-255,CCOC(=O)c1c(NC(=O)c2nn(CC)cc2Br)sc(C)c1C,-23,-14,-100,-47,1.1
6,1,7,14,CCN(C(=O)c1cc2cc(OC)ccc2oc1=O)c1ccccc1,10,2,-2,9,1.1
0,8,-3,-13,CCOC(=O)C(C)Oc1ccc(C2NC(=O)NC(C)=C2C(C)=O)cc1Br (stereo not given),2,1,nt,1,1
-1,5,-7,-41,Cc1ccc(-c2nn(C)c(=O)c3ccccc23)cc1S(=O)(=O)N1CCOCC1,5,-11,1,-5,0.99
-1,0,18,2,CS(=O)(=O)N(CC(=O)N1CCCCCC1)c1ccc(Br)cc1,5,2,8,11,0.99
1,2,9,-10,O=C(CSc1nnc(Cn2nnc3ccccc32)o1)N(Cc1ccc(F)cc1)c1ccccc1,4,-2,20,6,1
-2,3,1,-2,Cc1ccc(-c2nnc(CSc3nnc4c5c(C)c(C)sc5nc(C(C)C)n34)o2)cc1,0,6,-4,7,0.98
2,1,11,-3,O=C(NCC(=O)N(Cc1ccccc1)C(C(=O)NC1CCCC1)c1ccco1)c1ccco1 (stereo not given),11,-3,-2,-3,1
-2,13,-3,-58,O=C(Cc1cn2ccsc2n1)OCc1nc2ccccc2s1,-16,-10,6,-11,1
1,6,2,-2,COc1ccc(CC(=O)Nc2ccc3c(c2)CCC3)cc1S(=O)(=O)N1CCOCC1,6,1,0,9,1
5,-18,2,10,O=C(CCn1c(=O)oc2ccccc21)N1CCN(C(c2ccccc2)c2ccccc2)CC1,9,-4,10,3,0.98
4,-1,2,2,COc1ccc(-c2nnc3sc(-c4c(OC)cccc4OC)nn23)cc1,8,0,27,12,0.99
7,6,-6,10,O=C(COc1ccc(Cl)cc1Cl)NCCCN1CCOCC1,10,3,6,12,0.98
1,5,-2,13,CCN(C(=O)C1CCCCC1)c1nnc(-c2cccnc2)s1,14,1,-3,5,1
0,32,2,-39,c1cc(Nc2ncnc3sccc23)cc(-c2nnc3n2CCCCC3)c1,-16,-2,7,-4,0.98
6,3,-3,9,CCCCOc1ccc(S(=O)(=O)Nc2cc(OC)ccc2OC)cc1,11,3,-3,9,1
0,-11,-2,14,O=C(O)CCCCCN1C(=O)C(=O)/C(=C(/O)c2ccccc2)C1c1ccccc1 (stereo not given),9,1,nt,6,1.1
1,9,-7,45,CCn1nnnc1-c1ccc(OC)c(S(=O)(=O)NCCc2ccccc2)c1,21,3,nt,4,1.1
5,9,-1,15,O=C(NCc1cccs1)c1csc2c1CCCCC2,8,3,7,6,0.97
7,0,4,-65,Cc1c(C(=O)Nc2ccc(F)cc2)oc2ccc(S(=O)(=O)N3CCCC3)cc12,-10,6,nt,5,1
-4,8,15,2,COc1ccc(C)cc1C(=O)C1CC(C(=O)O)C(C)(C)C1C (stereo not given),-1,6,14,5,1
5,3,19,14,COc1ccc(CNc2oc(Cc3cccc4ccccc34)nc2C#N)cc1,19,5,6,5,1
5,3,-1,-8,COc1ccc(N2CCN(c3ccc(NC(=O)C4CCCCC4)cc3C#N)CC2)cc1,1,-4,-5,-2,1
2,-4,0,-46,O=C(NCc1cccc(F)c1)c1noc2c1CCCC2,-12,-3,-7,4,1.1
3,3,10,-1,Cc1ccc(S(=O)(=O)n2ccnc2)cc1C,0,-7,-2,-6,1
2,14,-3,3,O=C(OCCN1CCOCC1)c1ccc2c(c1)OCCO2,14,2,-4,1,1
-3,10,0,-12,O=C(CN(c1ccc(F)cc1)S(=O)(=O)c1ccc2c(c1)OCCO2)N1CCOCC1,-1,2,nt,7,1.1
-4,-18,-22,-141,COc1ccc(C(C)=O)cc1COC(=O)c1ccc(S(=O)(=O)N2CCOCC2)cc1,-20,-5,-3,-19,1
3,3,-4,12,CCOC(=O)c1c(C)[nH]c2cc(Br)c(OC)cc12,8,2,9,9,1
4,2,-19,-18,COc1ccccc1CNC(=O)CSc1nc(-c2ccccc2)cn1N,2,3,7,2,1
-5,-1,7,-26,CCN(CC)c1ccc(NC(=O)CCCCCN2C(=O)c3ccccc3C2=O)cc1,1,10,2,10,1.1
0,4,-20,-133,CCCCOc1cccc(OCCCC)c1C(=O)Nc1cc(C)on1,-8,-5,-8,-20,1
-8,15,-3,-8,O=C(CSc1nnc(Cc2cc(=O)[nH]c(=O)[nH]2)n1-c1ccc(F)cc1)NC1CCCC1,2,5,nt,7,1
1,-15,13,-27,Cc1noc(C)c1C(=O)OCC(=O)c1cc(C)n(Cc2ccccc2Cl)c1C,1,5,18,3,1
1,-15,12,9,O=C1CCNc2cc3ccccc3cc21,7,6,-3,13,1
-1,-5,-4,-14,CC1=CC(C)(C)C(C(=O)O)C(C(=O)O)C1 (stereo not given),-6,-3,13,-5,1.1
1,8,8,-19,CCCc1cc(C(=O)Nc2sc3c(c2C#N)CCC3)no1,-7,8,17,1,1
-5,5,-12,-37,COc1cccc(OC(=O)CSc2nnc(-c3ccccc3Br)o2)c1,-5,0,-13,7,1
3,-2,5,-9,Cc1cc2oc(=O)cc(C)c2cc1NC(=O)CCC(=O)O,3,3,-4,2,0.99
1,6,14,5,CC(=O)N1CCc2cc(Br)cc(S(=O)(=O)NCCCN3CCC(C)CC3)c21,8,3,5,3,0.98
5,-24,-4,-26,Cc1ccc2nsnc2c1S(=O)(=O)N1CCCC1,7,2,8,-3,1
3,2,7,-11,COc1ccc(C2CC(c3ccc(Cl)cc3Cl)n3nc(N)nc3N2)cc1 (stereo not given),7,-8,23,4,0.97
-5,5,1,-74,O=C1c2ccccc2C(=O)N1CCc1nn[nH]n1,-5,-7,nt,-14,1.1

Single records (already shown):
Entry for Cc1ccc2nsnc2c1S(=O)(=O)N1CCCC1 : CatB inh = 5; FXIIa mix inh = -24; CatS block = -4; C1s inh = -26; Cathepsin G inh = 7; CatB mix inh = 2; CatL inh = 8; FXIa inh mix = -3; Abs 340nm = 1
Entry for CC(=O)N1CCc2cc(Br)cc(S(=O)(=O)NCCCN3CCC(C)CC3)c21 : CatB inh = 1; FXIIa mix inh = 6; CatS block = 14; C1s inh = 5; Cathepsin G inh = 8; CatB mix inh = 3; CatL inh = 5; FXIa inh mix = 3; Abs 340nm = 0.98

Next part:
CatB inh,FXIIa mix inh,CatS block,C1s inh,canonical_smiles,Cathepsin G inh,CatB mix inh,CatL inh,FXIa inh mix,Abs 340nm
0,7,2,-63,Cc1cc(NC(=O)CSc2ccc3nnc(-c4cccs4)n3n2)no1,-7,-9,5,-12,1.1
0,2,-9,-25,O=C1CCCN1CN(C(=O)c1ccc2c(c1)OCO2)c1ccc(F)cc1,7,0,-1,-2,1
8,0,8,-2,CCOC(=O)N1CCC(NC(=O)c2cc(C(=O)Nc3ccc(OCC)cc3)ccc2CO)CC1,10,5,16,13,1
nt,3,1,-34,O=C(OCC(=O)N1CCCCC1)c1cc2ccccc2cc1O,-4,0,nt,7,1
9,3,6,-48,O=C(NC1CCCCCCC1)c1ccc2c(c1)N(Cc1ccc(F)cc1)C(=O)CS2=O (stereo not given),-8,5,13,1,1.1
2,-6,-3,14,CC(C)N(Cc1nc(-c2ccc(Cl)cc2)no1)C(=O)CCC1CCCC1,6,1,0,6,1.1
4,6,23,0,Cc1c(C(=O)N(C)Cc2ccccc2)oc2ccc(S(=O)(=O)N3CCCC3)cc12,3,3,20,7,1
1,2,-3,0,CCOC(=O)c1c(O)c2c(n(Cc3ccco3)c1=O)CCCC2,0,2,-1,3,1
4,1,-2,-6,CCN1CCN(C(c2cccs2)C(C)NC(=O)c2cccnc2)CC1 (stereo not given),-6,-1,1,7,1
6,29,-1,-1,COC(=O)COC(=O)c1ccc(Oc2nc(OC)nc(N(C)C)n2)cc1,11,-5,-4,-6,1
-1,3,2,-29,O=C(c1ccc(Cl)cc1)C1CCN(C(=O)N2CCOCC2)CC1,0,6,10,8,0.99
2,-15,24,-18,Cc1sc2nc(CSc3nc4ccccc4c(=O)n3CCCN3CCOCC3)[nH]c(=O)c2c1C,-8,5,30,2,1
1,7,-6,-8,COc1ccc(CCNc2oc(-c3ccccc3OC)nc2C#N)cc1,-7,2,-6,1,1
2,16,-6,10,Cc1ccc(OCC(=O)N2CCN(C(=O)c3cccs3)CC2)cc1,8,2,nt,6,1
5,0,7,-3,O=S(=O)(NCCc1ccccn1)c1ccc(F)c(F)c1,-1,0,19,1,0.96
-1,3,-1,38,CS(=O)(=O)N1CCC(C(=O)NCCN2CCN(Cc3ccccc3)CC2)CC1,24,4,9,25,1
-1,9,-2,14,CN(C)CCSc1nc(N)c2c3c(sc2n1)COC(C)(C)C3,8,2,15,7,nt
2,9,7,0,CCc1nc2ccccc2n1Cc1cc(=O)n2cc(C)ccc2n1,6,-3,-5,12,1.1
2,5,-4,23,COc1ccc(-c2sccc2C(C)C(=O)O)cc1 (stereo not given),11,0,9,4,0.97
0,5,8,15,O=C(NC1CCCCC1)c1cc(-c2ccco2)on1,9,7,22,4,0.98
-2,5,-5,12,CC(C)c1c(O)nc(SCCC(=O)O)[nH]c1=O,12,1,0,8,1

Screening data from PubChem BioAssay.
